Source: PubChem BioAssay
MC4R barr agon = agonists of human melanocortin 4 receptor (MC4R) beta-arrestin. 0.98% of 360,000 active. U2OS MC4R beta-arrestin complementation, luminescence; percent of melanotan II response, DMSO zero. AID 540308. activation, % at 8.9 µM. P32245;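 active = activation above a per-plate cutoff, the mean activation of sample wells on that plate plus 3 SD, cut at about 8% in these data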
Glyco luc inh = blocks N-linked glycosylation in D54 reporter cells | D54 ERlucT glycosylation luciferase reporter, 24 h; percent of 100 nM tunicamycin response | reporter increase, % at 12.5 µM | 0.23% of 360,000 active | AID 588692;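 active = mean luciferase reporter signal, scaled so untreated is 0 and the glycosylation-blocking control 100, at or above a set limit in every replicate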;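 note: luciferase carries N-glycosylation sites so blocking glycosylation raises the light; 0% = median of neutral control wells and 100% = median of 100 nM tunicamycin wells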
ABHD5 PLIN5 PPI = ABHD5-PLIN5 protein interaction inhibition; Q00G26+Q8WTS1; Split G. princeps luciferase complementation, luminescence, 4 h; inhibition, % at 4 µM; 0.78% of 360,000 active;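 active = inhibition above the mean inhibition across every tested compound plus 3 SD, cut at about 22% in these data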;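 note: 0% = DMSO only wells and the 100% control is not disclosed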
Target sequence (Q00G26 whole entry, looked up): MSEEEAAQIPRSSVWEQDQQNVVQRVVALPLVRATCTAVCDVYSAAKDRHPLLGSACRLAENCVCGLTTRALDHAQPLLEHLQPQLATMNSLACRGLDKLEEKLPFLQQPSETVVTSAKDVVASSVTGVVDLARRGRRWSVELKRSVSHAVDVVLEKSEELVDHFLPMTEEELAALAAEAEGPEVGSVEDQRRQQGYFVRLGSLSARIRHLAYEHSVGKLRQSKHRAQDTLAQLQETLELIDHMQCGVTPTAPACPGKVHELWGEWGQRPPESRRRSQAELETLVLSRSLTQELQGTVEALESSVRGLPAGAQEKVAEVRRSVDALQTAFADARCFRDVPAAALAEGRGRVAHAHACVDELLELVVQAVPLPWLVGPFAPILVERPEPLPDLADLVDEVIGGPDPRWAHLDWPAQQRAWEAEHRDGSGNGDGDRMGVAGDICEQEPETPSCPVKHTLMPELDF
Target sequence (Q8WTS1 whole entry, looked up): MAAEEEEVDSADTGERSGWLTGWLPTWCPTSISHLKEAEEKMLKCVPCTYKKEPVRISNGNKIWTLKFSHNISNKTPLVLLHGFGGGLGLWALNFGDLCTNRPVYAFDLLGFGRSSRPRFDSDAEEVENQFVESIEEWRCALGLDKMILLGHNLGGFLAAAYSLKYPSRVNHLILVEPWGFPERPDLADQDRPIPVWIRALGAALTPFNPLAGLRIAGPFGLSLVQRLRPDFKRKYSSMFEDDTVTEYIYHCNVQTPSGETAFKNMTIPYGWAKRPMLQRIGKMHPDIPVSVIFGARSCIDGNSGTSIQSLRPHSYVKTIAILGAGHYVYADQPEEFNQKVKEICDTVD
m5-HT2A agonist = activates the mouse 5-HT2A serotonin receptor | CHO-K1 mHTR2A beta-arrestin complementation, luminescence; percent of 30 µM serotonin response | P35363 | activation, % at 7.6 µM | 0.66% of 360,000 active;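 active = activation above a run cutoff, the mean activation of all tested compounds plus 3 SD, cut at about 14% in these data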;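 note: 0% = plate median of compound wells and 100% = 30 µM serotonin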
NOD2-RIPK2 inh = blocks binding of human NOD2 to RIPK2 | CHO BLA complementation NOD2-RIPK2, CCF4 ratio | inhibition, % at 4.98 µM | 0.38% of 360,000 active; in the data active = inhibition above about 21%;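 note: 0% = vehicle only and 100% = reference blocker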
TLR9-MyD88 block = TLR9-MyD88 interaction inhibition; Q9NR96+Q99836; CHO BLA complementation TLR9-MyD88, CCF4 FRET ratio; inhibition, % at 4.98 µM; 0.21% of 340,000 active;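 active = inhibition above the mean over all tested compounds plus 3 SD, cut at about 21% in these data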;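 note: 0% = DMSO only wells and 100% = clavulanate BLA inhibitor control wells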
Cardio protect = myocardial damage modulation in H9c2 cells; H9c2 cardiomyocytes, H2O2 injury protection, ATPLite, 2 h; protection from H2O2 cell death, % at 20 µM; 0.63% of 360,000 active;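 active = compounds giving at least 50% protection of heart cells from peroxide-induced death in the single-dose screen, raw or plate-pattern-corrected value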;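 note: 0% = DMSO wells with peroxide and 100% = DMSO wells without peroxide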
ABCB6 inh 2 = blocks the human ABCB6 transporter; Q9NP58; K562-ABCB6 porphyrin accumulation, flow cytometry, 1 h; stronger effect = lower value; fluorescence ratio to DMSO, % at 10 µM; 0.19% of 360,000 active; AID 602162;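 active = fluorescence ratio to DMSO below 75%, the collection mean minus 3 SD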;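 note: signal is porphyrin accumulated inside mitochondria; 100% equals median channel fluorescence of DMSO control wells; lower ratio means ABCB6 inhibition with less porphyrin fluorescence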
SRC2 inh = human SRC2 (NCOA2) inhibition | HEK293 GAL4-SRC2 luciferase reporter, luminescence | Q15596 | 0.17% of 370,000 active | inhibition, % at 9 µM;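 active = inhibition above the mean inhibition of all tested compounds plus 3 SD, set per campaign, cut at about 52% in these data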;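 note: 0% = DMSO treated cells and 100% = cells given Gossypol at 36 µM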
MC4R antagonist = antagonists of human melanocortin 4 receptor (MC4R) | P32245 | MC4R-expressing cells, MTII-stimulated cAMP, LANCE TR-FRET | inhibition, % at 6.5 µM | 0.48% of 360,000 active | AID 540295;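 active = inhibition above its plate's cutoff, the mean of tested wells on that plate plus 3 SD, cut at about 29% in these data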;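 note: 0% = Melanotan II alone and 100% = Melanotan II plus saturating MCL0020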
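Test system: U2OS cells stably expressing human melanocortin 4 receptor (MC4R); also added: Melanotan II challenge; compound: 6.5 µM single dose; timing: 30-min compound preincubation, 1-h Melanotan II challenge, 1-h detection, room temperature; signal: Eu-cAMP/anti-cAMP TR-FRET, emission 671 nm; repeats: one well per compound, no replicates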
Numbers without * were called inactive; / = not tested or not shown.

Below each compound: MC4R barr agon	Glyco luc inh	ABHD5 PLIN5 PPI	m5-HT2A agonist	NOD2-RIPK2 inh	TLR9-MyD88 block	Cardio protect	ABCB6 inh 2	SRC2 inh	MC4R antagonist
CC(C)OC(=O)Cn1nc(C(F)(F)F)c2c1CCCC2
 : -1.6	0	-2	4	-11	4	0	97	-41	14
Cc1[nH][nH]c(=O)c1C(c1ccc(N(C)C)c(Br)c1)c1c(C)[nH][nH]c1=O
 : -1.4	3	0	0	-4	-2	8	95	-10	-7
COc1ccnc(Oc2ccccc2)c1C(=O)N/C=N/OCc1ccccc1
 : 0.1	1	8	0	-9	9	3	97	-13	-4
CC(NC(=O)c1cccnc1)C(=O)O (stereo not given)
 : -0.1	1	3	-2	-4	-6	6	96	-16	6
COc1ccc(NC(=O)c2cc3cc(OC)ccc3oc2=N)cc1
 : -1.1	7	-3	11	-8	13	2	98	-27	-7
CCCc1cc(C(=O)OC)c(NC(=O)CCC(=O)O)s1
 : -1.8	1	0	-2	0	-4	-7	104	2	6
COc1ccc(Oc2c(Cl)cnn(-c3ccc(F)cc3)c2=O)cc1
 : -2.6	8	6	-2	6	4	9	105	2	58*
COc1ccc(F)c(CN2CCC(n3nccc3NC(=O)CCCc3ccccc3)CC2)c1
 : -1.5	-3	-4	-5	-4	2	5	100	23	3
C=CCn1c(SCc2ccc(C#N)cc2)nnc1-c1ccccc1
 : 0.6	0	-10	7	-16	-7	-7	101	7	28
Oc1c(Cl)cc(Cl)cc1/C=N/c1nccs1
 : 0.0	1	-1	2	-2	0	61*	93	-17	1
COc1ccc(C(CC(=O)NCc2ccccc2)Sc2n[nH]c(-c3ccc(Cl)cc3)n2)cc1 (stereo not given)
 : -3.2	7	-1	-2	-3	-6	-8	103	-11	-1
CC(C)C(=O)NC(NC1CCS(=O)(=O)C1)C(Cl)(Cl)Cl (stereo not given)
 : 1.2	2	-4	0	-1	-6	-9	100	-12	12
CC(C)NC(=S)Nc1ccc2[nH]c(=O)[nH]c2c1
 : 1.1	1	-2	-2	-4	4	2	97	13	3
COc1ccc([C@H]2CC(=O)C=C(c3ccccc3C(F)(F)F)C2)cc1
 : 2.2	-4	-5	-4	4	-1	-8	99	-3	-1
Cc1occc1C(=O)NNC(=O)Nc1ccc(Cl)c(Cl)c1
 : -2.3	0	4	0	-7	11	-4	97	6	17
O=C(NS(=O)(=O)NC1CCCCC1)C1=C(N2CCCC2)COC1=O
 : -3.0	3	-4	-3	3	11	2	95	13	4
C=CCn1c(SCC(=O)N(C)C)nc2cc(C(=O)O)ccc2c1=O
 : -2.5	1	-4	-2	0	-11	1	96	11	2
C=CCn1c(CCNC(=O)c2ccccc2F)nnc1SCC(=O)Nc1ccccc1F
 : -0.7	1	9	1	-4	5	1	96	6	2
CN(C)C(=O)CCCCCCCCC(=O)N(C)C
 : -0.3	-1	0	-1	-7	/	1	98	-22	2
CCOc1ccccc1N(CC(=O)Nc1ccc(OC)cc1OC)S(=O)(=O)c1ccccc1
 : 0.7	-6	2	-4	8	-9	-3	98	11	14
CCOC(=O)CSCC(=O)Nc1ccc(S(=O)(=O)N2CCCCC2)cc1
 : -1.1	1	-8	-3	4	0	14	85	-6	3
Cc1ccc(C(C)C)cc1-n1nnc(-c2cccc(Cc3ccc4ccccc4c3)c2)c1C(C)O (stereo not given)
 : 0.7	-5	-7	-2	-2	-8	-18	96	11	6
CCc1nc2c(OCc3ccccc3C)cccn2c1N(C)C(=O)CC(C)C
 : -0.9	0	10	-2	-5	/	-1	94	4	-2
Cn1c(=O)c(=O)n(C)c2cc(S(=O)(=O)N3CCCCCC3)ccc21
 : -0.4	1	0	0	-3	-5	8	97	-11	10
CC(=O)NNC(=O)c1ccncc1
 : -1.5	1	0	0	0	1	3	104	14	10
COc1ccc2nc(N3C(=O)CC(Cc4ccc(C)cc4)C3=O)sc2c1 (stereo not given)
 : 0.1	2	-5	-1	-3	6	3	96	4	5
CC(=O)c1cn(CCOc2cc(C)ccc2C)c2ccccc12
 : -0.6	-1	12	1	-1	-9	-12	104	23	5
CC(=O)Nc1nc(-c2ccccc2)nc(-c2ccccc2OC(C)=O)n1
 : -1.2	7	14	-4	4	0	4	100	0	6
COc1ccc2c(c1)c(C(=O)N/N=C/c1ccc(Br)cc1)c(C)n2C
 : 2.2	16	11	-5	-3	-1	-1	100	2	-5
Cc1nnc2c3ccccc3c(-c3ccc(O)cc3)nn12
 : -2.4	20	4	8	-6	-2	6	94	-11	-8
COc1ccc(CCC(=O)N2c3ccccc3N=C(c3ccc(C(F)(F)F)cc3)C2C(=O)NC(C)(C)C)cc1 (stereo not given)
 : /	/	0	1	-16	/	/	/	-12	/
Cn1ncc(Cl)c1C(=O)N1CCN(S(=O)(=O)c2ccc(Cl)s2)CC1
 : -2.6	0	4	-3	0	-9	1	103	-6	2
O=C(Nc1nnc(CCc2ccccc2)s1)c1ccc(F)cc1
 : -0.2	-1	-5	1	7	-5	2	98	-30	-1
COc1ccc(Nc2nc(N)nc(CSc3nccn3C)n2)cc1
 : -2.0	-7	-2	0	3	-15	-1	91	-78	12
Cc1cc(-c2ccccc2)nc2cc(C(=O)NCc3ccco3)nn12
 : -1.1	3	23*	-2	3	-12	-10	103	4	2
CCc1ccc(NC(=O)C2CC(=O)N(C(C)C)C2)cc1 (stereo not given)
 : -2.5	/	-1	-6	8	-7	0	101	-31	0
O=C1NC(=S)N/C1=C/c1cc([N+](=O)[O-])ccc1O
 : -3.0	4	2	-3	2	-1	2	109	-6	-21
COc1ccccc1OCC(=O)Nc1ccc(S(=O)(=O)Nc2nc(C)cc(C)n2)cc1
 : -1.1	-1	5	-2	-12	5	0	102	3	14
C=CCN(c1cccc(C(F)(F)F)c1)S(=O)(=O)c1cccc(C(=O)OCC(=O)Nc2ccccc2)c1
 : -0.4	1	-2	-2	-3	0	-2	95	-17	-5
N#Cc1ccc(NCC(=O)Nc2ccc3c(c2)OCCO3)cc1
 : -1.0	5	-1	6	-13	2	0	100	9	-3
C[C@@H]1C=C(C(=O)O)O[C@H](OCc2ccc(CO)cc2)C1
 : 0.5	-2	-9	8	-20	-1	-3	87	-23	1
CCOc1cc(NS(=O)(=O)c2ccc(OC)cc2)c(OCC)cc1NC(=O)c1ccco1
 : -0.6	-3	8	-2	-11	-5	6	98	1	-2
COc1ccc(-c2cc(C(=O)N(C)CCc3ccc(OC)c(OC)c3)c3ccccc3n2)cc1
 : -0.1	0	12	-4	3	-1	10	92	0	1
O=C(COC(=O)C1(c2ccccc2)CCCC1)N1CCNC1=O
 : -1.5	1	-5	-4	-3	-1	8	91	11	1
CC(Oc1ccc2ccc(=O)oc2c1)C(=O)NC1CC(C)(C)NC(C)(C)C1 (stereo not given)
 : -2.3	1	-3	0	2	3	16	95	10	-2
CC(C)C1N=C2c3ccccc3N=C(SCC(=O)c3ccc(O)c(O)c3)N2C1=O (stereo not given)
 : -1.4	4	-5	-2	-14	-1	97*	96	/	-12
CCN(CC)S(=O)(=O)c1cccc(C(=O)N2CC(O)CC2C(=O)OC)c1 (stereo not given)
 : 1.5	0	-10	-2	1	-2	-9	89	10	-8
CCCn1c(C2CCCN2c2nc(-c3cccc(Br)c3)cs2)nc2ccccc21 (stereo not given)
 : 0.2	-4	-12	-6	-1	-10	-1	98	-8	15
CCCS(=O)(=O)NC(=O)C1(C)CCN(C(=O)c2cc(C)oc2C)C1 (stereo not given)
 : -0.8	1	18	3	-13	/	4	97	-12	9
O=C(NC(=S)Nc1ccccn1)c1ccc(-c2ccccc2)cc1
 : 0.8	-12	-3	2	-4	-1	-19	96	-36	7

Following part
Below each compound: MC4R barr agon	Glyco luc inh	ABHD5 PLIN5 PPI	m5-HT2A agonist	NOD2-RIPK2 inh	TLR9-MyD88 block	Cardio protect	ABCB6 inh 2	SRC2 inh	MC4R antagonist
CCCCn1c(N)c(N(CCC(C)C)C(=O)c2oc3ccc(OCC)cc3c2C)c(=O)[nH]c1=O
 : -2.4	3	7	3	2	0	5	102	-22	7
O=C(N/N=C/c1cccc(Br)c1)c1ccc(N2CCCC2=O)cc1
 : 0.9	30*	-6	-10	-13	4	2	97	9	1
COCCNC(=O)C(c1ccccc1)N(CCOC)C(=O)Cn1nnc2ccccc21 (stereo not given)
 : -1.2	1	0	5	0	4	-12	96	26	6
COc1cc(C(=O)NCC2CCCO2)ccc1OCc1ccccc1 (stereo not given)
 : -0.6	-2	1	-3	0	1	-5	106	3	1
O=C(CCN1CCN(c2ccccc2)CC1)c1ccc(Br)cc1
 : 1.1	1	-6	-1	-8	6	-12	98	-19	14
COc1ccc2c(c1)c(C(=O)N/N=C/c1ccc(Cl)cc1)c(C)n2C
 : -1.1	6	8	-10	-4	-12	-9	101	-21	8
O=C(Cn1ccc(=O)[nH]c1=O)Nc1ccc(O)c([N+](=O)[O-])c1
 : -2.4	-1	13	2	-5	0	7	98	10	-6
CCOc1ccc(C(=O)NCC(c2cccs2)N(C)C)cc1 (stereo not given)
 : -2.1	-3	0	-2	0	-3	3	106	-5	3
Cc1ccc(Cn2ccc(NC(=O)c3cc(C)on3)n2)cc1
 : -1.5	1	1	-3	-1	2	-2	101	-54	-6
Cc1ccc(C)c2c1cc(C)c1nnc(SCC(=O)Nc3cccc(C(=O)O)c3)n12
 : -0.8	2	1	3	7	8	-1	98	-4	12
CCCCOCCCNS(=O)(=O)Cc1ccccc1
 : -0.1	0	-6	10	-11	-3	2	78	-36	3
CCOc1ccc(N=NC2C(=O)N(C(N)=S)N=C2C)cc1 (stereo not given)
 : -1.6	-5	3	2	9	2	-8	93	-52	-4
Cc1c(C(=O)NCCSCc2ccc(F)cc2)cnn1-c1ccc(Cl)cc1
 : 1.6	-2	-4	-8	-3	/	-1	91	-1	3
CCCCn1nnnc1C(c1cc2ccccc2o1)N1CCCCC1 (stereo not given)
 : /	/	-3	-6	-9	/	/	95	-10	/
CCCNC(=O)c1cc2c(c(-c3cccc(-c4ccc(F)cc4)c3)n1)[C@H](CCO)N(S(=O)C(C)(C)C)C2 (stereo not given in full)
 : /	0	8	-3	3	/	24	97	-20	/
O=C(O)CC(C(=O)OCC1CCCO1)N1CCOCC1 (stereo not given)
 : 0.8	3	4	1	-9	-5	5	90	6	8
CC(C)c1ccc([C@@H]2O[C@H](CCc3ccccc3)Cc3[nH][nH]c(=O)c32)cc1
 : /	/	3	0	0	/	/	98	-3	/
O=C(O)CSCc1c(F)cccc1Cl
 : -1.1	0	-1	-4	-8	-4	4	105	-14	0
C[n+]1cnn2c1SCC1(COC1)C2
 : -1.7	-2	7	9	13	-6	0	103	8	11

This is a subset. The share of hits here may be higher or lower than overall.
